Bioassay records from PubChem BioAssay.
Vif-A3G inh = Vif-A3G binding inhibition; Potency, µM (doses to about 46.1 µM), without a hit: top-dose activity, negative = active, most hits filed as inhibitors; 0.076% of 410,000 active; HeLa A3G-eYFP + Vif (tagged APOBEC3G with the HIV-1 protein that degrades it), YFP fluorescence, overnight; AID 602310; Q9HC16;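 also: potency is read from the fitted curve at half-maximal effect; % is scaled to controls: 0 for no effect and ±100 for the full control effect; nearly all actives have a fitted effect of over 60% in size; hits raise eYFP signal because A3G escapes Vif-driven loss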
Target sequence (Q9HC16 whole entry, looked up): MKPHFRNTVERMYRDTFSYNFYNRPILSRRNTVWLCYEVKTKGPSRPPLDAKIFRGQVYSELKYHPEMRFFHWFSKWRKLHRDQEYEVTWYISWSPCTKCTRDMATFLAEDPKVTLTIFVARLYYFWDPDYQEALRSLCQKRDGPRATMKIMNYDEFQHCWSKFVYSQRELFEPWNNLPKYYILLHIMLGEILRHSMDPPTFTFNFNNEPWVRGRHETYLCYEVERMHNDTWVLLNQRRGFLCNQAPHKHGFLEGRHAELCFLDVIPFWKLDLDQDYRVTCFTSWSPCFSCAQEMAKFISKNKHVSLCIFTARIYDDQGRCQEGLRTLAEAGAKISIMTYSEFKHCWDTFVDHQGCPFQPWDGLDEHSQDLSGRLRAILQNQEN
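Read-out is eYFP fluorescence (Ex 488/Em 500-530) from Vif-expressing HeLa A3G-eYFP cells; more signal means A3G escaped Vif-mediated degradation. Cells plated overnight, compound pinned in, incubated overnight at 37 deg C.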
LDHA block = inhibitors of human lactate dehydrogenase A | 0.15% of 480,000 active | purified LDHA, NADH/diaphorase-resazurin fluorescence; hits give low values | activity change, % (values are at about 110 or 230 µM) | P00338 | AID 1347041; in the data active = activity change below about -30%; inconclusive = mostly about -25% to -30%;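 also: plate controls were DMSO wells for no effect and wells without enzyme for full effect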
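Resorufin fluorescence (ex540/em590), read at 0 and 20 min after diaphorase/resazurin addition, reports the NADH left after a 5 min room-temperature reaction of 2 nM human LDH5 with 0.06 mM NADH and 0.2 mM pyruvate.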
Glioma ERSR ind = ER stress response induction in glioma; Potency, µM, for the others: top-dose activation, usual class: activators; 0.02% of 420,000 active; U87-MG GRP78 promoter luciferase reporter, 16 h; AID 602332; also: potency is read from the fitted curve at half-maximal effect; series mostly up to about 76 µM; % of control where 0% means no effect; nearly all actives have a fitted effect of over 35% in size
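ERSR induction read as luciferase luminescence (Bright-Glo, 10 min at room temperature) in stably transfected human U87-MG glioma cells exposed to compounds for 16 h, using GRP78 as sensor.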
The depositor's hits bear a star; ? = inconclusive; & = joins results of further samples. Unless noted, calls follow the shape of the dose curve; as a rule, active = well fitted curve in the direction sought with a large enough effect; inconclusive = small, poorly fitted or top-dose-only effect, or another doubt; inactive = no such curve, though single readings can be large; an effect the other way counts as inactive or inconclusive.

Vif-A3G inh,LDHA block,Glioma ERSR ind,molecule
-8%,7,-7%,COc1cc2c(NC3CCN(C)CC3)nc(N3CCCCC3)nc2cc1OCCCN(C)C
-3%,-2,-5%,CC1(C(=O)NS(=O)(=O)C2CC2)CCN(C(=O)c2cccc(Cl)c2)C1 (stereo not drawn)
1%,-3,1%,Cc1cccc(S(=O)(=O)NC(=O)C2(C)CCN2C(=O)CCC2CCCC2)c1 (stereo not drawn)
-1%,-7,-2%,COc1cccc(OC)c1OCCN1CCC(C(=O)NC(c2ccc3c(c2)OCO3)c2ccccn2)CC1 (stereo not drawn)
2%,-6,-2%,CCCS(=O)(=O)NC(=O)C1(C)CCCN(C(=O)c2ccc(C(F)(F)F)nc2C)C1 (stereo not drawn)
-27%,-3,-2%,CS(=O)(=O)Nc1cccc(NC(=O)C2Cc3c(-c4ccccc4)ccnc3O2)c1 (stereo not drawn)
-3%,?,-4%,O=C(Nc1ccc(F)c(Cl)c1)Nc1nnc([C@@H]2O[C@H](CO)[C@@H](O)[C@H]2O)s1
-3%,-3,-1%,Clc1ccc(-c2cccc3nccn23)cc1
1%,2,0%,C=C(C)Cn1c2ccc(NC(=O)NCCc3ccccc3)cc2c(=O)n1C
-9%,-3,-5%,COc1cccc(C(=O)N2[C@H](COCc3ccccc3)C=CS2(=O)=O)c1

Overlap with the part before: seven entries, followed by the next part.
Vif-A3G inh,LDHA block,Glioma ERSR ind,molecule
-1%,-7,-2%,COc1cccc(OC)c1OCCN1CCC(C(=O)NC(c2ccc3c(c2)OCO3)c2ccccn2)CC1 (stereo not drawn)
2%,-6,-2%,CCCS(=O)(=O)NC(=O)C1(C)CCCN(C(=O)c2ccc(C(F)(F)F)nc2C)C1 (stereo not drawn)
-27%,-3,-2%,CS(=O)(=O)Nc1cccc(NC(=O)C2Cc3c(-c4ccccc4)ccnc3O2)c1 (stereo not drawn)
-3%,?,-4%,O=C(Nc1ccc(F)c(Cl)c1)Nc1nnc([C@@H]2O[C@H](CO)[C@@H](O)[C@H]2O)s1
-3%,-3,-1%,Clc1ccc(-c2cccc3nccn23)cc1
1%,2,0%,C=C(C)Cn1c2ccc(NC(=O)NCCc3ccccc3)cc2c(=O)n1C
-9%,-3,-5%,COc1cccc(C(=O)N2[C@H](COCc3ccccc3)C=CS2(=O)=O)c1
-2%,4,0%,O=C(Nc1ccc(Br)cc1Br)Nc1cccc2[nH]c([C@@H]3O[C@H](CO)[C@@H](O)[C@H](O)[C@H]3O)nc12
-6%,-3,0%,CC(C(=O)c1ccccc1)[n+]1ccc(Cl)c2ccc(Cl)cc21 (stereo not drawn)
0%,13,-1%,COC1=CC(=NCl)C=CC1=NCl
1%,-11,-3%,N#Cc1cccc(NC(=O)c2cc(C3CCCCN3C(=O)C3CC3)on2)c1 (stereo not drawn)
-1%,3,-1%,Cc1ccsc1C(=O)N1CCCC(C)(C(=O)O)C1 (stereo not drawn)
-1%,-3,-3%,COC(=O)CC1CC2(C(=O)OC)c3[nH]c4ccccc4c3CCN2C1=O (stereo not drawn)
-4%,-12,0%,COc1cc(-c2nn3c(-c4cc(-c5ccccc5)n[nH]4)nnc3s2)cc(OC)c1OC
-4%,0,-4%,CN(C)Cc1csc(NC(=O)Nc2cccc(C(F)(F)F)c2)n1
3%,-7,-3%,C/C=C1\NC(=O)[C@H](C)NC(=O)[C@@H](NC(=O)[C@H](Cc2ccc(O)cc2)NC(=O)[C@@H](NC(=O)/C(C)=C/C)C(C)C)[C@@H](C)OC(=O)[C@H](CC(C)C)NC(=O)[C@@H](CCC(=O)O)NC1=O
-1%,-1,-1%,Cc1c(C(=O)N(C)Cc2ccc(F)cc2)sc(=O)n1Cc1ccccc1C#N
-1%,-5,0%,CC1(C(=O)NS(=O)(=O)c2ccccc2C(F)(F)F)CCN1C(=O)CCc1cccs1 (stereo not drawn)
-1%,-10,4%,CC(C)CN1CCC(C(=O)NC(c2ccc(F)cc2)c2ccc3ccccc3n2)CC1 (stereo not drawn)
5%,-7,0%,Cc1ccc(S(=O)(=O)NC(=O)C2(C)CCN2C(=O)c2c(C)noc2C)cc1 (stereo not drawn)
1%,-7,-3%,CCCC(=O)N1CCC1(C)C(=O)NCc1ccccc1SC (stereo not drawn)
4%,-6,-1%,CNC(=O)C1Cc2c(-c3ccc4c(c3)OCO4)ccnc2O1 (stereo not drawn)
?,-2,-1%,CCN(CCCN(C)C)c1ccc(/C=C/c2ccnc3ccccc23)cc1
-3%,-7,-3%,COc1ccc(S(=O)(=O)NC(=O)C2(C)CCN2C(=O)Cc2cc(C)cc(C)c2)cc1 (stereo not drawn)
?,9,3%,COc1cccc(-c2cnc3c(NC=O)cc(-c4ccc(N(C)C)cc4)cn23)c1
-1%,-8,3%,CSc1ccc(/C=C2\C=C(C(O)c3ccc(SC)cc3)c3ccccc32)cc1 (stereo not drawn)
-3%,-3,-2%,Cc1ccc(S(=O)(=O)N2CC[C@H]3[C@@H](C2)C(=O)C[C@@H](c2ccccc2)N3S(=O)(=O)c2ccc(C)cc2)cc1
-1%,-7,-2%,CCc1nc2ccc(C(=O)N(C)CCN(C)C)cn2c1N(C)Cc1cc2ccccc2s1
1%,-1,-3%,Nc1ccn([C@@H]2O[C@H](C(=O)N[C@H](COC=O)Cc3ccccc3)[C@@H](O)[C@H]2O)c(=O)n1
-3%,-4,-2%,CCCNC(=O)C1(C)CCCN(C(=O)c2ccccc2OC)C1 (stereo not drawn)
-3%,2,-4%,COc1cc(C(O)c2nc(-c3ccccc3C)cs2)ccc1F (stereo not drawn)
0%,-5,-3%,CCCNC(=O)C1(C)CCCN(Cc2c(F)cccc2F)C1 (stereo not drawn)
-26%,-3,-11%,O=C(Nc1ccccc1C(F)(F)F)c1nc(S(=O)(=O)Cc2ccccc2F)ncc1Cl
0%,-5,-4%,C(=C\c1ccccc1)/CN1CCN(C(c2cc3ccccc3o2)c2nnnn2-c2ccc3c(c2)OCCO3)CC1 (stereo not drawn)
-6%,3,-3%,O=C(OC(C(=O)N1CCOCC1)c1ccccc1)c1c2c(nc3ccccc13)CCCC2 (stereo not drawn)
-2%,-3,-3%,Cc1ccc(NC(=O)[C@H](Cc2ccccc2)NC(=O)CC[C@H]2O[C@@H](n3ccc(=O)[nH]c3=O)[C@H](O)[C@@H]2O)cc1C
2%,0,-2%,CC1(C(=O)Nc2ccc3ccccc3c2)CCC(=O)N1C1CCN(Cc2ccccc2)CC1 (stereo not drawn)
-2%,-1,-6%,O=C(NCC1CCCCC1)c1[nH]c(C(F)(F)F)nc1-c1ccccc1
-2%,-4,-2%,CNc1ncnc2c1ncn2[C@H]1CN(Cc2cccc3ccccc23)C[C@@H](CO)O1
-10%,-3,-5%,CN(C)Cc1csc(NC(=O)Nc2ccccc2Oc2ccccc2)n1
-1%,-11,11%,CC1(C(=O)NS(=O)(=O)c2cccc(Cl)c2)CCN1C(=O)C1(c2ccccc2)CC1 (stereo not drawn)
3%,-7,2%,O=C(O)c1cccc(-c2csc(C(O)(c3ccccc3)C(F)(F)F)n2)c1 (stereo not drawn)
-8%,-5,-1%,O=C(Cc1ccc(OCc2ccccc2)cc1)NCc1ccc2c(c1)OCO2
-2%,-9,-4%,O=C(COc1ccccc1C(=O)Nc1ccccc1)Nc1cccc([N+](=O)[O-])c1
2%,-13,-1%&-3%&9%,COc1ccc(-c2ccc(=N)n(CCCC(=O)O)n2)cc1
-7%,-10,0%,CC1(C(=O)NS(=O)(=O)c2ccccc2)CCN1C(=O)Cc1ccc(-c2ccccc2)cc1 (stereo not drawn)
-2%,-1,0%,CC(C)(C)C(=O)N1CCN(c2ccc3c(c2)C2CC3CCN2C(=O)OCc2ccccc2)CC1 (stereo not drawn)
?,-1,-4%,CC(=O)Nc1cccc(-c2ccnc3c2CC(C(=O)Nc2cccc(N(C)C)c2)O3)c1 (stereo not drawn)
-27%,0,-5%,COc1ccc(-c2cc(NC=O)c3ncc(-c4cccc(C(=O)NCCN(C)C)c4)n3c2)cc1
-5%,-2,-2%,CCNC(=O)C1(C)CCN(C(=O)c2cccc(OC(C)=O)c2C)C1 (stereo not drawn)
-3%,-12,-3%,COCCNC(=O)C1(C)CCCN(C(=O)c2c(F)ccc(C)c2F)C1 (stereo not drawn)
-5%,-7,0%,Cc1cc(F)ccc1C(O)c1ncc(-c2ccccc2)[nH]1 (stereo not drawn)
-1%,0,-1%,C=Cc1ccc(Cn2c(C)c(C(=O)NCc3cccc(C(F)(F)F)c3)sc2=O)cc1
-9%,-9,-3%,COc1ccc(CC(N)c2csc(NC(=O)Nc3ccc(F)cc3)n2)cc1 (stereo not drawn)
3%,-1,-1%,CN[C@@H](CO)C(=O)NC[C@H]1O[C@@H](n2cnc3c(N)ncnc32)[C@H](O)[C@@H]1O
-2%,-3,-4%,CCCCN(C)C(=O)c1[nH]c(C(F)(F)F)nc1-c1ccccc1
?,-3,-3%,COc1ccc(NC(=O)C2(C)Cc3c(-c4ccc(NC(C)=O)cc4)ccnc3O2)cn1 (stereo not drawn)

Continued; the last two above are carried over.
Vif-A3G inh,LDHA block,Glioma ERSR ind,molecule
-2%,-3,-4%,CCCCN(C)C(=O)c1[nH]c(C(F)(F)F)nc1-c1ccccc1
?,-3,-3%,COc1ccc(NC(=O)C2(C)Cc3c(-c4ccc(NC(C)=O)cc4)ccnc3O2)cn1 (stereo not drawn)
?,-6,-10%,CSC1=NC=C(C#N)C2=NC(c3c(Cl)cccc3Cl)NN12 (stereo not drawn)
0%,-4,-3%,COc1ccc(-c2cnc(C(O)c3ccc(OC)c(F)c3)[nH]2)cc1 (stereo not drawn)
-2%,-12,-4%,CC(C)NC(=O)c1cc(C2CCCCN2C(=O)OCCF)on1 (stereo not drawn)
-2%,-1,1%,CCc1nc2ccc(C(=O)N3CCN(C(=O)c4ccco4)CC3)cn2c1N(C)C(=O)Nc1ccccc1OC
-8%,-4,-5%,CC1(C(=O)Nc2cccc(OC(F)(F)F)c2)Cc2c(-c3ccc(C(N)=O)cc3)ccnc2O1 (stereo not drawn)
-2%,-5,-3%,CN(C)c1ncnc2c1ncn2[C@H]1CN(Cc2ccc(-c3ccccc3)cc2)C[C@@H](CO)O1
?,-9,-3%,COc1ccc(NC(=O)C2Cc3c(-c4cccc(F)c4)ccnc3O2)cc1 (stereo not drawn)
2%,-12,-6%,CCc1ccc([C@@H]2C[C@H]3[C@@H](CN2S(=O)(=O)c2ccc(C)cc2)C(=O)C[C@@H](c2ccc(Cl)cc2)N3S(=O)(=O)c2ccc(C)cc2)cc1
0%,-16,-1%,CCOc1ccc(CCN2C(=S)N([C@@H](Cc3ccc(O)cc3)CN3CCC[C@@H]3CN3C(=S)NC[C@@H]3Cc3ccccc3)C[C@@H]2Cc2ccccc2)cc1
3%,-2,-2%,CCNC(=O)c1ccc2nc(-c3ccccc3)c(-c3ccccc3)nc2c1
-5%,-22,-7%,COc1cc(OC)c(/C=C/c2cc3ccccc3c[n+]2C)c(OC)c1
-10%,-2,-6%,COc1ccc(-c2csc(C(O)(c3ccccc3)C(F)(F)F)n2)cn1 (stereo not drawn)
3%,9,-3%,COc1cc2c(NC3CCN(C)CC3)nc(N3CCCN(C)CC3)nc2cc1OCC1CCCNC1 (stereo not drawn)
0%,-17,-6%,CCCNC(=O)c1cc(C2CCCN(S(=O)(=O)c3ccccc3)C2)on1 (stereo not drawn)
-3%,0,-2%,CCCCCCn1c(SCC#N)nc2ccccc2c1=O
-1%,1,-1%,O=C(NCc1cccnc1)c1cc(C2CCCCN2S(=O)(=O)c2cccs2)on1 (stereo not drawn)
2%,-3,-10%,COc1ccc(CC(N)c2csc(NC(=O)c3cc(C(C)(C)C)nn3Cc3ccccc3)n2)cc1 (stereo not drawn)
-2%,-4,-5%,Cc1cccc(CN2CCN([C@H]3CS(=O)(=O)N[C@@H]3COCc3ccccc3)CC2)c1
-5%,-5,-4%,Cc1cc2nc(-c3cccc(Br)c3)c(CC(C)(C)C)n2c(C)c1Br
-5%,1,-3%,O=C(Nc1c(-c2ccccc2)[nH][nH]c1=O)c1cccc(C(F)(F)F)c1
1%,-7,0%,CCN(CC)c1ccc(-c2nnc(SCC(=O)NCc3ccco3)n2CC)cc1
-6%,-4,3%,CC(C)=CCC[C@H](C)C[C@@H]1CC2=C(C(=O)OC(C)(C)O2)[C@H](c2ccc(Cl)cc2)O1
?,1,2%,COc1cccc(-c2cnc3c(NC(C)=O)cc(-c4ccc(S(C)(=O)=O)cc4)cn23)c1

Not all compounds are listed, so the mix of outcomes need not match the whole.
